NR1D1 modulator: modulators of Rev-erb alpha DNA binding, primary screen, biochemical, FITC-DNA, fluorescence polarization, uHTS; AID 1259318, 2017; 0.79% of 370,000 active; activity, % at 10 µM; Rev-erbα–FITC-DNA binding, 90 min; Nuclear receptor subfamily 1 group D member 1 (Homo sapiens), P20393;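 active means activity above about 14%, limit read from the data; passing the limit was not always enough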;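 further: 0% = DMSO wells with 35 nM protein and 100% = DMSO wells with 750 nM protein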
Target sequence (P20393 whole entry, looked up): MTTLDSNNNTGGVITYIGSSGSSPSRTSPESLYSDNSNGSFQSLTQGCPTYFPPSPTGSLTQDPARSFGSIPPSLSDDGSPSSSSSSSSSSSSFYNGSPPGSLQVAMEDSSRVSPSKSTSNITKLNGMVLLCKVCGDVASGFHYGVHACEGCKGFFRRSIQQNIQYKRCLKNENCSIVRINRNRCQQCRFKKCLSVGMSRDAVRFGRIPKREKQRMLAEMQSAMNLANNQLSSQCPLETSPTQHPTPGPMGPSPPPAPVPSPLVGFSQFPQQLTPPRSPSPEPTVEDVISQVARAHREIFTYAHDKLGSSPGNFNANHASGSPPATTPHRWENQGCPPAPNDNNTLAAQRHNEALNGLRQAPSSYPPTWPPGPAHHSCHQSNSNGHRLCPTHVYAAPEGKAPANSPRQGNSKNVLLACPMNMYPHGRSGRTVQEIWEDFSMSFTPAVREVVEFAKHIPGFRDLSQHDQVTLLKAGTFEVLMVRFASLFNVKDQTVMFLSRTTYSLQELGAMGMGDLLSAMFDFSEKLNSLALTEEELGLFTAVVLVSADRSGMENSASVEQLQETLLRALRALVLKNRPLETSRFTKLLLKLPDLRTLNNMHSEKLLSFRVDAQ
DAX1 inh-1: DAX1 (NR0B1) inhibitors on StAR promoter, primary screen, cell-based, luminescence, SF-1 (NR5A1), full-length DAX-1. 1.1% of 370,000 active. HEK293T StAR-luciferase reporter, SF-1/DAX-1 repression relief. inhibition, % at 6.8 µM. AID 652010, 2013;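 active means inhibition above the mean over all tested compounds plus 3 SD, cut at about 3.6% in these data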;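 further: 0% = DAX-1 cells with DMSO and 100% = cells lacking DAX-1 with DMSO; higher inhibition means more luminescence from relief of DAX-1 repression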
sPLA2-III inh: human group III sPLA2 inhibitors, primary screen, biochemical, QFRET, BODIPY PC-A2 liposome substrate; Group 3 secretory phospholipase A2 (Homo sapiens), Q9NZ20; QFRET BODIPY PC-A2 liposome hydrolysis, fluorescence; inhibition, % at 12.2 µM; 0.56% of 370,000 active;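 active means inhibition above mean plus 3 SD of compounds lying within the high and low control bounds, cut at about 19% in these data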;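 further: 0% = median of test compound wells and 100% = no enzyme DMSO wells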
SMARCA2 act: SMARCA2 (BRM) function activators, primary screen, cell-based, luminescence, high throughput; MG213 cells, MMTV-luciferase reporter, dexamethasone, overnight; 1% of 370,000 active; activation, % at 9.1 µM; AID 652017, 2013; in the data active means activation above about 7.8%;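 further: 0% = vehicle wells and 100% = reference activator wells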
hcDAF12 agonist: H. contortus DAF-12 nuclear receptor activators, primary screen, cell-based, luminescence, HEK293, lit1-tk-luc reporter | HEK293 hcDAF-12 lit1-tk-luc reporter; 0% DMSO, 100% Δ7-dafachronic acid | activation, % at 6.8 µM | 1.4% of 370,000 active;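 active means activation above the mean of all tested compounds plus 3 SD, cut at about 5.5% in these data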;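 further: 100% = response to 3 µM Δ7-dafachronic acid high control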
GAA850 FXN act: FXN promoter activators, primary screen, cell-based, luciferase luminescence, HEK293 lucGAA850 | HEK293 lucGAA850 FXN promoter luciferase reporter, 24 h; percent of 10 µM SAHA response | activation, % at 6 µM | 0.56% of 360,000 active;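 active means activation above the average of all compounds screened plus 3 SD, cutoff fixed separately per campaign, cut at about 7.5% in these data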;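 further: 0% = DMSO wells and 100% = 10 µM SAHA wells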
hgDAF12 agonist: H. glycines DAF-12 receptor agonists, primary screen, cell-based, luminescence, HEK293, GAL4 fusion, UAS-luciferase; HEK293 GAL4-hgDAF12 UAS-luciferase reporter, agonist luminescence; normalized to butyrate control; activation, % at 6.8 µM; 1.8% of 370,000 active; AID 687014, 2013;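 active means activation above a cutoff set at the mean of all screened compounds plus 3 SD, cut at about 10% in these data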;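 further: 0% = DMSO wells and 100% = sodium butyrate wells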
PG9 Ab binder: binders of HIV-1 gp120 antibody PG9, primary screen, biochemical, TR-FRET; TR-FRET gp120-PG9 antibody binding; inhibition, % at 6.7 µM; 0.43% of 360,000 active; AID 624416, 2012; in the data active means inhibition above about 8.5%
PLC-beta3 inh: human PLC-beta3 inhibitors, primary screen, biochemical, fluorescence; 1-phosphatidylinositol 4,5-bisphosphate phosphodiesterase beta-3 (Homo sapiens), Q01970; AID 720704, 2013; inhibition, % at 12.2 µM; Purified PLC-beta3, fluorogenic substrate; 0.18% of 370,000 active; in the data active means inhibition above about 11%;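 further: 0% = median of compound wells on plate and 100% = full blocker control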
ssDAF-12 act: S. stercoralis DAF-12 nuclear receptor activators, primary screen, cell-based, luminescence, HEK293, GRIP1 co-expression, lit1-tk-luc | HEK293 ssDAF-12/GRIP1 lit1-tk-luc reporter; % of 3 µM dafachronic acid response | 1% of 370,000 active | Nuclear hormone receptor DAF-12 (Strongyloides stercoralis) | activation, % at 6.8 µM;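 active means activation above the mean over all tested compounds plus 3 SD, cut at about 0.9% in these data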;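 further: 0% = DMSO-only wells and 100% = 3 µM delta7-dafachronic acid wells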
DAX1 inh-2: DAX1 (NR0B1) inhibitors, primary screen, cell-based, HEK293, Gal4-DAX1, luciferase luminescence; Nuclear receptor subfamily 0 group B member 1 (Homo sapiens), P51843; HEK293 Gal4-DAX1 luciferase reporter; inhibition, % at 6.75 µM; 0.99% of 340,000 active; AID 504766, 2011;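 active means inhibition above the mean over all tested compounds plus 3 SD, cut at about 4.2% in these data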;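 further: 0% = DAX1-transfected cells with DMSO and 100% = empty-vector control cells with DMSO; inhibition shows as a rise in luminescence from relieved DAX1 repression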
Target sequence (P51843 207-470 limits assumed): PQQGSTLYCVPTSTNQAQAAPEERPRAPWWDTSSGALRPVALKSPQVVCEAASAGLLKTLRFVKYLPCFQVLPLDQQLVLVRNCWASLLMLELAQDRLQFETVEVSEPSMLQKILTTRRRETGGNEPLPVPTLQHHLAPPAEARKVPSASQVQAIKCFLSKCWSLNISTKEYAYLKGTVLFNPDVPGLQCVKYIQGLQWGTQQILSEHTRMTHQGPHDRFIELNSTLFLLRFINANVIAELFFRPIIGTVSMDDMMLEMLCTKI
Active calls of the source: *; · = no result given.

The first 4 compounds as a preview:
molecule,PG9 Ab binder,ssDAF-12 act,SMARCA2 act,DAX1 inh-1,sPLA2-III inh,PLC-beta3 inh,DAX1 inh-2,hcDAF12 agonist,GAA850 FXN act,hgDAF12 agonist,NR1D1 modulator
CCOC(=O)/C=C/C(=O)Nc1ccc(-c2nnc3n2CCCCC3)cc1,-1.0,-0.8,3,-0.2,1,0,-0.5,-1.5,1.9,0.0,4
CCCc1cc(=O)oc2cc(C)cc(OC(C)C(=O)NCc3cccnc3)c12 (stereo not drawn),-1.7,-1.2,-1,-1.9,-3,-188,0.1,-0.9,1.6,-0.6,2
CCOc1ccc(NC(=O)NCC2CCN(Cc3ccc(F)cc3)CC2)cc1,0.5,-1.1,-2,-0.1,-5,3,-1.1,-0.3,0.4,-1.9,3
O=C(c1cccc(Br)c1)N1CCN(S(=O)(=O)N2CCCCCC2)CC1,0.3,-1.2,-4,-2.0,-6,-6,0.4,-2.4,1.6,-3.5,-3

This part in full, from the start:
molecule,PG9 Ab binder,ssDAF-12 act,SMARCA2 act,DAX1 inh-1,sPLA2-III inh,PLC-beta3 inh,DAX1 inh-2,hcDAF12 agonist,GAA850 FXN act,hgDAF12 agonist,NR1D1 modulator
CCOC(=O)/C=C/C(=O)Nc1ccc(-c2nnc3n2CCCCC3)cc1,-1.0,-0.8,3,-0.2,1,0,-0.5,-1.5,1.9,0.0,4
CCCc1cc(=O)oc2cc(C)cc(OC(C)C(=O)NCc3cccnc3)c12 (stereo not drawn),-1.7,-1.2,-1,-1.9,-3,-188,0.1,-0.9,1.6,-0.6,2
CCOc1ccc(NC(=O)NCC2CCN(Cc3ccc(F)cc3)CC2)cc1,0.5,-1.1,-2,-0.1,-5,3,-1.1,-0.3,0.4,-1.9,3
O=C(c1cccc(Br)c1)N1CCN(S(=O)(=O)N2CCCCCC2)CC1,0.3,-1.2,-4,-2.0,-6,-6,0.4,-2.4,1.6,-3.5,-3
O=C(CCC1CCCCC1)Nc1c2c(nn1-c1ccc(F)cc1)CS(=O)(=O)C2,-2.8,-1.4,2,-0.4,-3,2,-0.2,-0.7,-3.1,8.7,-4
NC(=O)c1cc(S(=O)(=O)N2CC=C(c3ccccc3)CC2)cs1,-0.6,-1.9,-4,-2.8,-1,-6,-0.5,-2.2,1.1,-2.0,1
Cc1ccc(C(c2nnnn2CS(=O)(=O)c2ccc(C)cc2)N2CCN(c3ncccn3)CC2)cc1 (stereo not drawn),0.0,-1.3,-2,-0.6,0,-3,-0.6,-0.8,0.7,-0.3,-5
Cc1cc(N2CCN(C)CC2)nc(-c2ccccc2O)n1,0.2,-1.4,-1,0.2,-3,-75,4.1,-0.9,2.4,-2.0,1
O=C1Nc2ccc(Br)cc2C1=Nc1cccnc1,-0.7,-0.6,-1,-0.5,6,-8,·,3.6,-1.3,-0.5,-3
CC(/C=N/Nc1nc(N2CCCCC2)nc(N2CCCCC2)n1)=C\c1ccccc1,0.7,-0.6,-2,-0.2,-1,0,2.1,0.1,2.8,-3.0,9
O=C(Cc1ccccc1)Nc1ccnn1C1CCN(Cc2nccs2)CC1,-1.8,-1.2,1,-1.1,1,2,0.7,2.2,-0.6,1.1,0
COc1ccc(S(=O)(=O)N2CCN(C(=O)c3c(C)nn(-c4ccccc4)c3C)CC2)cc1,1.7,-1.9,-2,1.2,2,-5,-0.5,-0.1,-0.8,-3.3,5
CCc1cccc(NC(=O)C2CCCN(c3ncnc4c3nc3n4CCCCC3)C2)c1 (stereo not drawn),-0.6,-1.8,-4,-0.9,-18,-4,-0.7,-4.9,-1.3,-2.9,-6
CCC(=O)N[C@H]1CC[C@@H](CCn2cc(C3CC3)nn2)O[C@@H]1CO,1.6,-0.7,6,0.9,1,0,·,0.5,·,-0.6,4
Clc1cccc(Cl)c1/C=N/Nc1c(Cl)cncc1Cl,0.0,-1.2,-4,-0.6,13,-9,-1.1,-1.3,-0.1,-1.1,-3

The list continues.
molecule,PG9 Ab binder,ssDAF-12 act,SMARCA2 act,DAX1 inh-1,sPLA2-III inh,PLC-beta3 inh,DAX1 inh-2,hcDAF12 agonist,GAA850 FXN act,hgDAF12 agonist,NR1D1 modulator
Cc1cc(OCCCC(=O)NCCc2nnc3ccccn23)ccc1Cl,-0.5,-0.7,-1,1.3,0,3,0.2,1.8,3.0,0.4,9
COC(=O)C1=C(C)N(Cc2ccc(C(F)(F)F)cc2)C(=NCc2ccc(C(F)(F)F)cc2)NC1c1cccc(Cl)c1 (stereo not drawn),-0.8,-0.5,-1,0.2,-15,9,·,-0.6,·,6.6,8
COc1cccc(C(=O)c2ncc(C(F)(F)F)cc2Cl)c1,2.3,-0.8,0,-0.2,6,-5,0.3,-1.5,0.7,0.9,-5
CCN(CC)S(=O)(=O)N1CCC(C(=O)NCCN2CCOCC2)CC1,0.4,-0.1,2,1.3,6,3,1.8,-1.4,0.1,0.5,8
COC(=O)Nc1ccc(S(=O)(=O)N2CCCCCC2)cc1,-1.0,-1.6,-4,0.1,0,-3,-1.3,-2.5,-0.2,-0.2,-3
Cc1ccc(C(C)(C)NC(=O)C2CCC(=O)N(Cc3ccccc3F)C2)cc1 (stereo not drawn),-2.5,-0.9,0,-0.3,8,-6,2.1,1.9,1.6,0.2,-1
COc1ccc(S(=O)(=O)N(C)CC(=O)Nc2ccccc2OC)cc1,-3.0,-1.7,-2,-0.3,3,-2,0.5,-2.7,-0.1,0.2,-2
Cn1cccc1/C=C1\SC(=O)N(CC(=O)Nc2ccc(F)cc2)C1=O,-3.1,-1.1,-2,-1.0,-3,1,-1.3,-1.6,-0.9,1.5,1
O=C1C=C(NCc2ccc(Cl)cc2)CC(c2ccco2)C1 (stereo not drawn),0.4,-0.7,-6,0.2,1,0,-1.0,-1.1,-0.7,1.1,1
Cc1c(C#N)c2ccccc2n1CC(=O)NCc1cccnc1,0.0,-1.0,-1,0.2,-1,-4,-1.1,0.4,0.5,1.6,2
Nc1cc(S(=O)(=O)N2CCOCC2)ccc1Oc1ccc(F)cc1,2.9,-1.3,-3,-1.4,-3,-5,-1.2,-1.8,-0.1,-3.6,-4
C/C(=N\NC(=O)CSc1nc2ccccc2c(=O)n1-c1ccccc1C)c1cccs1,1.2,-0.5,-1,0.2,25*,-2,-0.1,-0.9,1.0,-2.6,-1
COCCSc1nnc(NC(=O)C2CCCO2)s1 (stereo not drawn),0.0,-0.7,1,1.1,-2,2,2.6,1.9,2.5,4.3,-4
c1ccc(-c2ccc(C3=Nn4c(nnc4-c4ccncc4)SC3)cc2)cc1,·,-2.2,-2,-2.2,-27,0,·,-3.9,·,2.0,3
Cc1noc(NC(=O)c2ccc(Cl)cc2)c1Cl,-1.5,-1.3,4,0.5,-3,7,-0.2,-0.9,0.7,2.6,6

Record cards (already shown). Values in the order: PG9 Ab binder, ssDAF-12 act, SMARCA2 act, DAX1 inh-1, sPLA2-III inh, PLC-beta3 inh, DAX1 inh-2, hcDAF12 agonist, GAA850 FXN act, hgDAF12 agonist, NR1D1 modulator
Record of `CCN(CC)S(=O)(=O)N1CCC(C(=O)NCCN2CCOCC2)CC1` → 0.4, -0.1, 2, 1.3, 6, 3, 1.8, -1.4, 0.1, 0.5, 8
Record of `c1ccc(-c2ccc(C3=Nn4c(nnc4-c4ccncc4)SC3)cc2)cc1` → ·, -2.2, -2, -2.2, -27, 0, ·, -3.9, ·, 2.0, 3

Following part.
molecule,PG9 Ab binder,ssDAF-12 act,SMARCA2 act,DAX1 inh-1,sPLA2-III inh,PLC-beta3 inh,DAX1 inh-2,hcDAF12 agonist,GAA850 FXN act,hgDAF12 agonist,NR1D1 modulator
CC(C)CNC(=O)CN1C(=O)NC(Cc2c[nH]c3ccccc23)C1=O (stereo not drawn),0.4,-1.0,-1,-0.1,-26,1,0.1,-1.4,0.7,-1.4,0
C/C(N)=C(/C#N)C(=O)CSc1cc(C)c2cc(C)cc(C)c2n1,2.0,-1.8,8.5*,-0.3,4,-4,-0.1,0.1,4.5,1.1,50*
CCOc1ncccc1C(=O)Nc1ccc(S(=O)(=O)Nc2nc(C)cc(C)n2)cc1,2.7,-0.2,0,1.8,-6,-4,0.3,-0.8,3.1,-1.7,1
O=C(O)C1CCC1C(=O)Nc1nc(-c2ccc(Cl)s2)cs1 (stereo not drawn),-0.3,-1.2,0,1.0,-1,-14,2.9,0.1,-0.9,0.3,2
Cc1ccc(C(=O)Nc2cccc3cccnc23)cc1Br,0.2,0.0,0,0.3,-2,-7,·,6.9*,3.5,3.2,5
COc1cccc(-c2ccc(C#N)c(OC(=O)c3ccc(Cl)cc3)n2)c1,0.7,-1.2,-1,-0.8,0,-173,-0.2,1.1,0.2,-0.2,12
CCOC(=O)c1c(NC(=O)CN2C(=O)c3ccccc3C2=O)sc(Cc2ccc3c(c2)OCO3)c1C,0.0,-0.7,5,0.6,0,6,0.8,2.8,-0.5,1.8,2
O=C(COC(=O)CNC(=O)c1ccco1)Nc1ccc(F)cc1,-0.7,-1.3,-3,0.4,3,2,0.7,-1.1,0.7,-2.1,1
CCOC(=O)N1CCC(N2Cc3cccc(C(=O)Nc4ccc(N(CC)CC)cc4C)c3C2=O)CC1,0.1,-1.0,-2,-0.2,5,-8,0.7,-2.1,-1.1,-1.0,3
CCCCC1=CC2=CC(=O)C(C)(OC(=O)CC)C(=O)C2=CN1CCc1c[nH]c2ccccc12 (stereo not drawn),-1.7,-0.2,1,0.0,-21,-106,-1.1,4.6,0.2,0.9,0
COc1ccc(C2=CCC3CCCCN3C2)cc1OC (stereo not drawn),1.5,-1.2,0,0.4,7,-3,1.2,-1.3,-2.9,2.8,3
COc1ccc(S(=O)(=O)NC(CC(=O)NCc2ccccc2OC)c2ccco2)cc1 (stereo not drawn),-0.4,-1.1,-3,-0.5,1,-2,0.0,1.4,-1.4,-1.8,5
Cc1oc(-c2cccs2)nc1CN1CCN(C2CCCC2)C(CCO)C1 (stereo not drawn),-0.4,-2.2,-3,1.5,12,-14,0.7,-1.5,-0.2,4.2,-3
O=C(Nc1ccc(Cl)cc1)Nc1nnc(Cc2ccc([N+](=O)[O-])cc2)s1,-4.0,-1.3,0,0.1,10,-1,2.5,-0.7,0.3,-1.1,3
COc1cccc(CC2CC(=O)N(c3ccc4c(C)cc(=O)oc4c3)C2=O)c1 (stereo not drawn),-1.7,-2.1,-1,-0.1,4,-10,-0.5,-1.1,-0.7,-2.1,2
CC1CCC/C(=N\NC(=O)Nc2ccccc2)C1 (stereo not drawn),-2.0,-1.1,0,0.5,5,7,4.8*,4.1,0.8,3.5,-1

Screening data as filed in PubChem BioAssay.

Not a hit list; overall some 7% were active at least once.
